Compound activity deposited in PubChem BioAssay by Broad Institute.
FN deposit inh: fibronectin deposition inhibition. AH1F fibroblasts, Alexa488-fibronectin deposition fluorescence, overnight. inhibition, % at 12.6 µM. 0.086% of 350,000 active. AID 743247;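 active = mean inhibition across replicates of 30% or more, regardless of how many single replicates reach that level; inconclusive = mean under 30% yet at least half of replicates reach 30%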;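 also: positive control wells lacked labelled fibronectin entirely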
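Material – AH1F fibroblast monolayer, labelled fibronectin deposition · Reagent – labelled fibronectin 24 nM · Timing – 1 h adhesion, overnight exposure · Measured by – fluorescence at 485 nm excitation, 525 nm emission · Read-out – inhibition of fibronectin deposition signal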
F508del corr: correctors of CFTR F508del function in bronchial epithelial cells; CFBE cells, YFP halide quenching; stimulated with forskolin plus potentiator P3; % fluorescence drop versus neutral controls; activity (quench increase), % at 7.58 µM; 0.36% of 350,000 active; AID 720511;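 active = mean added fluorescence quench of at least 8% versus neutral control, with both replicates also reaching 8%; inconclusive = only one of the mean or replicate conditions met; inactive = mean below 8% and not both replicates reaching 8%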;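 also: cells transiently co-express mutant CFTR-F508del with the halide-sensitive YFP; corrector assay measuring rescue of mutant channel to the surface after 24 h compound exposure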
PAX8 inh HTS: inhibitors of PAX8 transcriptional activity in RMG-I cells. inhibition, % at 12.6 µM. 1.2% of 360,000 active. AID 652154. RMG-I TPO-luciferase reporter, SteadyGlo, 24 h;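 active = mean replicate inhibition at least 60% with every replicate also reaching 60%; inconclusive = only one of the two criteria is met; inactive = mean below 60% and not all replicates reaching 60%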;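 also: luciferase light reporting Pax8 driven TPO promoter activity; plate controls were median of neutral control wells for no effect and mitoxantrone controls for full effect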
DENV2 CPE rescue: DENV2-induced cell death inhibition; CPE inhibition, % at 9.99 µM; 1.7% of 350,000 active; DENV2-infected cells, cytopathic effect rescue, plate reader; AID 651640; in the data active = CPE inhibition above about 20%, passing the limit was not always enough; inconclusive = no clear call, values can overlap the other calls; tested in BHK-21 cells;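 also: 0% = median of neutral control wells and 100% = median of positive control wells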
INS-1E GSIS act: primary screen for activators of insulin secretion dependent on glucose, INS-1E cells, GLuc reporter luminescence. activation, % at 16.6 µM. 0.61% of 370,000 active. INS-1E GLuc reporter insulin secretion, 2-3 h;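 active = lowest replicate activation of at least 40%, so every replicate reaches that level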;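 also: 0% = median of neutral control wells and 100% = median of IBMX positive control wells; some compounds called inactive have numbers as strong as hits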
miR122 inh: inhibitors of miR-122 in Huh7 cells | Huh7 miR-122 Renilla luciferase sensor, 48 h; neutral wells = 0, positive control = 100 | activation (reporter increase), % at 12.5 µM | 0.3% of 340,000 active;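 active = mean replicate activation score at least 90 and every replicate individually at or above 90; inconclusive = only one of the two criteria met; inactive = neither criterion met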;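 also: higher luciferase means less miR-122 activity so hits act as miR-122 inhibitors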
EWS-Fli block: blocks EWS/Fli oncoprotein-driven transcription; A673 NR0B1-luciferase reporter, viability-normalised; inhibition, % at 12.6 µM; 0.67% of 350,000 active; AID 651661;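 active = mean inhibition of at least 50% after viability correction, with every replicate also passing that limit; inconclusive = mean reaches 50% but only one of two replicates passes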;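 also: firefly luciferase signal divided by Alamar Blue viability fluorescence both relative to DMSO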
* hit, by the source's call; ? = inconclusive; . = no result given; & = joins results of further samples; [ ] = dose if it differs, or a comment.

1) CCc1ccccc1NC(=O)CN1CCN(C(=O)COc2ccccc2C#N)CC1
2) O=c1[nH]c(=S)n(Cc2ccc(F)cc2)c(O)c1C=NCCCn1ccnc1
3) CCN(CC)c1ccc(C=C2C(=O)NC(=S)NC2=O)cc1
4) N[C@H](CO)Cc1ccccc1
5) NS(=O)(=O)c1nc[nH]c1[N+](=O)[O-]
6) CCNc1ccc(P(=S)(N(C)C)N(C)C)cc1
7) COc1ccccc1N1CCN(Cc2cccc(OC)c2O)CC1
8) CC(C)(C)NC(=S)N1CCn2cccc2C1c1cccnc1 (stereo unspecified)
assay / compound,1,2,3,4,5,6,7,8
FN deposit inh,3,0,-3,-5,6,.,-1,2
F508del corr,5.0,-1.2,0.6,-5.5,0.4,0.4,.,-3.8
PAX8 inh HTS,20,-2,7,-12,-7,.,.,-4
DENV2 CPE rescue,-11,9,2,-7,29*,.,.,2
INS-1E GSIS act,1,12,-24,.,.,-4,0,15
miR122 inh,-7,.,3,-2,1,4,-2,.
EWS-Fli block,-1,1,20,-2,6,5,.,14

9) COc1cc(Br)c(CNCCc2ccc3c(c2)OCO3)cc1OC
10) O=C1NC(=S)NC(=O)C1=Cc1ccc(OCC(=O)N2CCCC2)cc1
11) CCN1C(=O)C(=C2C=C(C)OC(C)=C2)C(=O)N(CC)C1=S
12) COC(=O)c1ccccc1NC(=O)N1C[C@@H]2C[C@@H](C1)c1cccc(=O)n1C2
13) CCc1ccc(CN2CCN(C(=O)Cc3ccccc3)CC2)cc1
14) Cc1cc(/C=C2\C(=O)NC(=O)N(c3ccc(Cl)cc3)C2=O)c(C)n1-c1sc2c(c1C#N)CCCC2
15) Nc1c2c(nc3ccccc13)CCN(Cc1ccccc1)C2
16) COC(=O)C1=C(c2ccc(-c3ccccc3)c(F)c2)C[C@@H]2CC[C@H]1N2C(=O)N1CCCCC1
assay / compound,9,10,11,12,13,14,15,16
FN deposit inh,0,.,-3,.,-9,.,-5,-7
F508del corr,-2.1,0.0,.,1.7,2.3,1.5,0.5,-1.1
PAX8 inh HTS,15,1,10,.,-8,-10,12,3
DENV2 CPE rescue,-2,17,-6,?,-7,-5,10,7
INS-1E GSIS act,.,-3,3,1,-1,-5,1,.
miR122 inh,7,-6,.,-4,9,.,8,-13
EWS-Fli block,7,.,7,-6,-18,-7,-2,-2

17) C[C@H](Cc1ccc(OCC(=O)O)cc1)NC[C@H](O)c1cccc(Cl)c1
18) C=CCN1C(=O)NC(=O)/C(=C/c2ccc(OCC(=O)Nc3ccc(C)cc3)cc2)C1=O
19) CC1=CC(=C2C(=O)NC(=S)NC2=O)C=C(C(F)(F)F)N1Cc1ccccc1
20) CCCN1[C@@H]2c3cccc(=O)n3C[C@H]1[C@H](CO)[C@H]2C(=O)N(C)C
21) COC(=O)C1=C(c2ccc(OCc3ccccc3)cc2)C[C@@H]2CC[C@H]1N2C(=O)NCc1ccccc1OC
22) COC(=O)[C@H]1[C@H](CO)[C@H]2Cn3c(ccc(C4=CCCCC4)c3=O)[C@@H]1N2CC1CCCC1
23) CC(C)(C)C1(CCO)C(=O)NC(=S)NC1=O
24) CCCN(CCC)[C@@H]1CCc2cccc(O)c2C1
assay / compound,17,18,19,20,21,22,23,24
FN deposit inh,-4,-1,15,.,0,.,5,-7
F508del corr,0.4,0.3,7.6,.,1.8,-1.6,2.5,1.4
PAX8 inh HTS,-10,-6,24,.,43,.,.,-13
DENV2 CPE rescue,-4,1,2,-2,-1,-3,2,2
INS-1E GSIS act,-4,6,8,2,-7,-28,.,.
miR122 inh,.,-2,.,.,-6,-2[16.7 µM],-2,-4
EWS-Fli block,0,-14,54*,0,5,4,5,2

25) COc1ccccc1N
26) COc1ccc(Cn2c(O)c(/C=N/NC(=O)c3ccccc3O)c(=O)[nH]c2=O)cc1
27) COC(=O)C1=C(c2cccc(OC)c2OC)C[C@@H]2CC[C@H]1N2C(=O)NCc1ccc(F)cc1
28) CCCCn1c(=O)c(C(=O)NCc2ccccc2)c(O)c2ccccc21
29) COc1ccc(C[C@@H]2c3cc(O)c(OC)cc3CCN2C)cc1O
30) COc1cc2c(cc1O)CC1c3c(cc(O)c(OC)c3-2)CCN1C (stereo unspecified)
31) O=c1[nH]c(=S)n(-c2cccc(Cl)c2)c(O)c1C=NCCN1CCNCC1
32) Cc1cccc(NC(=O)OC2CN3CCC2CC3)c1 (stereo unspecified)
assay / compound,25,26,27,28,29,30,31,32
FN deposit inh,.,6,-6,-7,-6,.,3,-3
F508del corr,-0.3,2.9,1.4,-3.3,0.6,0.2,0.9,.
PAX8 inh HTS,.,-1,6,-2,-11,.,3,-5
DENV2 CPE rescue,-4,-8,8,-7,.,?,-1,7
INS-1E GSIS act,12,7,-6,8,.,-1,14,5
miR122 inh,.,.,0,-4,1,-1,6,.
EWS-Fli block,-11,3,-8,9,4,-6,-2,-1

33) CN(C)C(Cc1ccccc1)C(=O)c1c[nH]c2ccccc12 (stereo unspecified)
34) Cc1ccc(C)c(OCc2cc(C(=O)N3C[C@H]4C[C@@H](C3)c3cccc(=O)n3C4)no2)c1
35) Oc1ccc(C[C@H]2NCCc3cc(O)c(O)cc32)cc1O
36) O=C(C(=O)N1CCOCC1)c1cn(Cc2c(F)cccc2Cl)c2ccccc12
37) CN1CCN(Cc2nc3ccccc3c(=O)[nH]2)CC1
38) C=CCn1c(O)c(C(C)=NCc2cccnc2)c(=O)[nH]c1=O
39) Cc1cccc(-n2c(-c3ccccc3)nc3ccccc3c2=O)n1
40) CSc1cccc(NP2(=O)OCC(C)([N+](=O)[O-])CO2)c1 (stereo unspecified)
assay / compound,33,34,35,36,37,38,39,40
FN deposit inh,8,8,2,.,.,-2,-11,0
F508del corr,-0.6,2.0,1.2,0.1,-1.9,.,0.6,0.3
PAX8 inh HTS,-23,-10,4,-13,.,10,-8,-23
DENV2 CPE rescue,-2,-6,3,8,-4,.,5,-1
INS-1E GSIS act,3,-5,3,5,36,.,14,-5
miR122 inh,6,-5,-5,.,-10,-1,3,.
EWS-Fli block,-54,3,-12,9,5,.,-9,-5

41) O=P(O)(Oc1ccccc1)OC(c1ccccc1)C(F)(F)C(F)(F)F (stereo unspecified)
42) Cn1cccc1/C=C1/C(=O)NC(=O)N(Cc2ccccc2)C1=O
43) O=C1CNC[C@@H]2[C@H](c3ccc(Br)cc3)[C@@H](CO)N12
44) COc1ccc(CNCCc2ccccc2F)c(OC)c1C
45) OC(COCc1ccc(Cl)cc1)CN1CC=C(c2ccccc2)CC1 (stereo unspecified)
46) Cc1ccc2c(c1)C1CN(C)CCC1N2C(=O)Nc1cccc(C(F)(F)F)c1 (stereo unspecified)
47) O=C(c1ccc(C(F)(F)F)cc1)C1CCCN(Cc2ccc(CO)o2)C1 (stereo unspecified)
48) NS(=O)(=O)c1ccc(N=Nc2c(O)[nH]c(=S)[nH]c2=O)cc1
assay / compound,41,42,43,44,45,46,47,48
FN deposit inh,.,-6,0,4,-5&8,-9,-1,-8
F508del corr,-0.3,0.5,1.4,-2.3,-0.2,.,3.7,-0.6
PAX8 inh HTS,-2,32,-27,5,1&24,4,5,32
DENV2 CPE rescue,.,-5,?,4,1,.,4,-6
INS-1E GSIS act,1,-14,7,-12,-14,.,-6,6
miR122 inh,-6,.,.,-1,4&5,-3,0,0
EWS-Fli block,4,13,-7,-10,-4,.,2,11

49) C=CCOC(=O)C1C(C(=O)O)C2(Cl)C(Cl)=C(Cl)C1(Cl)C2(Cl)Cl (stereo unspecified)
50) C/C=C/c1ccc(C2[C@@H]3CN(C(C)=O)C[C@H]2N3)cc1 (stereo partly specified)
51) CCOc1ccc(-n2c(O)c(C=Nc3ccc(NC(C)=O)cc3)c(=O)[nH]c2=O)cc1
52) CSc1ccccc1C(=O)C1CCCN(Cc2ccncc2)C1 (stereo unspecified)
53) Cc1cc(C=C(C#N)C#N)ccc1N1CCCC1
54) CC(C)C(=O)Nc1ccc(N2CCN(C)CC2)c(F)c1
55) COC(=O)C1=C(c2ccc(OC(F)(F)F)cc2)C[C@@H]2CC[C@H]1N2C(=O)N1CCOCC1
56) COc1cc(N2C(=O)CC(=O)NC2=O)cc(OC)c1OC
assay / compound,49,50,51,52,53,54,55,56
FN deposit inh,.,-5&3,0,-3,16,9,-1,1
F508del corr,-0.5,-2.0&2.7,-1.3,0.6,-0.6,.,0.5,-0.4
PAX8 inh HTS,13,-36&0,-9,11,6,-10,11,20
DENV2 CPE rescue,?,12&12,-4,0,?,.,0,6
INS-1E GSIS act,.,4&-12,9,12,-11,16,-23,-5
miR122 inh,-5,.,.,13,-5,.,-4,0
EWS-Fli block,-5,-1&3,-2,10,0,.,13,2

6 compounds from above, ordered by heavy-atom count, smallest number first:
53) Cc1cc(C=C(C#N)C#N)ccc1N1CCCC1
50) C/C=C/c1ccc(C2[C@@H]3CN(C(C)=O)C[C@H]2N3)cc1 (stereo partly specified)
56) COc1cc(N2C(=O)CC(=O)NC2=O)cc(OC)c1OC
49) C=CCOC(=O)C1C(C(=O)O)C2(Cl)C(Cl)=C(Cl)C1(Cl)C2(Cl)Cl (stereo unspecified)
52) CSc1ccccc1C(=O)C1CCCN(Cc2ccncc2)C1 (stereo unspecified)
55) COC(=O)C1=C(c2ccc(OC(F)(F)F)cc2)C[C@@H]2CC[C@H]1N2C(=O)N1CCOCC1
assay / compound,53,50,56,49,52,55
FN deposit inh,16,-5&3,1,.,-3,-1
F508del corr,-0.6,-2.0&2.7,-0.4,-0.5,0.6,0.5
PAX8 inh HTS,6,-36&0,20,13,11,11
DENV2 CPE rescue,?,12&12,6,?,0,0
INS-1E GSIS act,-11,4&-12,-5,.,12,-23
miR122 inh,-5,.,0,-5,13,-4
EWS-Fli block,0,-1&3,2,-5,10,13

The main list resumes with the 2 entries that preceded the break.
55) COC(=O)C1=C(c2ccc(OC(F)(F)F)cc2)C[C@@H]2CC[C@H]1N2C(=O)N1CCOCC1
56) COc1cc(N2C(=O)CC(=O)NC2=O)cc(OC)c1OC
57) CCN(CC)C(=O)c1ccc(NC(=O)c2ccc3c(c2)NC(=O)CS3)cc1
58) CC(=O)N1CCC2(CC1)CC(=O)c1cc(OCC(=O)N3CCC4(CC3)OCCO4)ccc1O2
59) COC(=O)C1=C(c2cccc(OCc3ccccc3)c2)C[C@@H]2CC[C@H]1N2C(=O)NCc1ccc(C(C)(C)C)cc1
60) COC(=O)[C@H]1[C@H](CO)[C@H]2Cn3c(ccc(-c4ccccc4F)c3=O)[C@@H]1N2C(=O)C1CC1
61) Cc1ccccc1-n1c(O)c(/C=N/N2CCOCC2)c(=O)[nH]c1=S
62) CC(C)Cc1[nH]c(=O)c(C#N)c2c1CCC2
63) C[C@@H]1CN([C@H](C)CO)C(=O)CCCn2cc(nn2)CO[C@H]1CN(C)C(=O)Oc1ccc2ccccc2c1
64) COc1cccc(N2C(=O)NC(=O)/C(=C/c3ccc4c5c(cccc35)CC4)C2=O)c1
assay / compound,55,56,57,58,59,60,61,62,63,64
FN deposit inh,-1,1,0,-3,-10,.,-1,-8,-5,-4
F508del corr,0.5,-0.4,2.1,-1.8,3.3,1.7,.,.,-0.6&0.0,5.5
PAX8 inh HTS,11,20,6,-11,53,1,-10,18,5,-13
DENV2 CPE rescue,0,6,?,0,-14,-4,.,.,-1&0,3
INS-1E GSIS act,-23,-5,1,1,2,13,7,.,4,-33
miR122 inh,-4,0,.,1,-7,-2[16.7 µM],-4,0,0,.
EWS-Fli block,13,2,0,0,14,1,.,.,-5&-1,4

Some of the compounds tested, so the mix of outcomes need not match the whole.
